Screening data: PubChem BioAssay, several laboratories
KKLEB cytotox: reduces viability of KKLEB cystic fibrosis airway cells; hit rate 0.36% among 360,000; AID 602141; activity change (cytotoxicity), % at 5 µM; KKLEB CF airway cells viability, ATPlite luminescence, overnight; stronger effect = lower value; cells stimulated with P. aeruginosa culture filtrate;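 active means corrected activity change at or below -50% at 5 µM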
TROY signal inh: blocks TROY-dependent signaling in reporter cells | Q293 LMP1-TROYcd NF-kB luciferase reporter, 4 h | hit rate 0.98% among 360,000 | inhibition, % at 10 µM;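 active means compounds whose plate-normalised and pattern-corrected inhibition of the luciferase reporter signal at the single screening dose is 50% or more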
LRH-1 inv ag: suppresses constitutive activity of human LRH-1 | O00482 | HEK293T StAR-luciferase reporter, LRH-1 transfected, 24 h | inhibition, % at 3.6 µM | hit rate 0.13% among 360,000 | AID 602396;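 active means inhibition above the mean inhibition of all tested compounds plus 3 SD, cut at about 73% in these data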;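 further: 0% = DMSO wells and 100% = reporter-only cells lacking LRH-1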
Target sequence (O00482 whole entry, looked up): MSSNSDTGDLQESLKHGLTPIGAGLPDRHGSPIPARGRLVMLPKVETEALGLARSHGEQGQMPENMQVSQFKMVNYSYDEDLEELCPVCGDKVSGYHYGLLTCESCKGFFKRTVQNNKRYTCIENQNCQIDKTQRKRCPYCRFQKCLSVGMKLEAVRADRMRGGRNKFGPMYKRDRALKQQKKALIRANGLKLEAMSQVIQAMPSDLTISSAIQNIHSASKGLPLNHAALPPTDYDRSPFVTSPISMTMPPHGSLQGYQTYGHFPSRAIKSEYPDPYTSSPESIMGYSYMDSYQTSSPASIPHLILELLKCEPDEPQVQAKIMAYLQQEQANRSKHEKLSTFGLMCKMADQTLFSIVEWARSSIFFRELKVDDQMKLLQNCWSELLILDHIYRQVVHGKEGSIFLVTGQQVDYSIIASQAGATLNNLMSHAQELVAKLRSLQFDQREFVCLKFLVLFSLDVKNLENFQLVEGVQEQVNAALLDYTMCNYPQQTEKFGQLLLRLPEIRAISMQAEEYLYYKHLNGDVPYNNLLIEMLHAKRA
SRC3 inh: human NCOA3 inhibition; Q9Y6Q9; HEK293 GAL4-SRC3 luciferase reporter, luminescence; inhibition, % at 3.6 µM; hit rate 0.17% among 360,000;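 active means inhibition above a per-campaign cutoff, the mean of all compounds plus 3 SD, cut at about 60% in these data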;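 further: 0% = DMSO-treated cells and 100% = gossypol-treated cells at 36 µM; higher means less SRC3-driven luciferase light from the GAL4 reporter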
C8 TRAIL sens: caspase-8 TRAIL sensitization. NB7+C8 cells + TRAIL, ATPlite viability luminescence. inhibition (viability loss, TRAIL sensitization), % at 10 µM. hit rate 1% among 360,000;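 active means compounds causing at least 50% loss of cell viability in the single-dose screen, relative to plate controls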
CF NFkB block: cystic fibrosis NF-kB activation inhibition. KKLEB NF-kB-GFP reporter, PAF-induced, GFP fluorescence overnight. inhibition, % at 5 µM. hit rate 0.86% among 360,000;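 active means at least 50% inhibition at 5 µM, scaled per plate between neutral and stimulator controls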;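 further: PAF is a Pseudomonas aeruginosa culture filtrate used as stimulus; plate controls were PAF-stimulated DMSO wells for no effect and unstimulated DMSO wells for full effect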
Shn3 3UTR inh: reduces Shn3 3'UTR luciferase signal in osteoblasts. Clone20 osteoblast Shn3 3'UTR firefly luciferase, 24 h. inhibition, % at 12.5 µM. hit rate 0.52% among 360,000;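 active means mean inhibition of at least 75% with every replicate also reaching 75%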;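 further: 0% = median of neutral control wells and 100% = pilot-screen positive control compound; some compounds past the cut are filed as inactive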
NCOA1 inh: inhibits human SRC1 coactivator | Q15788 | HEK293 GAL4-SRC1 luciferase reporter, luminescence | inhibition, % at 3.6 µM | hit rate 0.12% among 360,000;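 active means inhibition above the campaign mean plus 3 SD, with each screening campaign given its own cutoff, cut at about 60% in these data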;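 further: 0% = DMSO treated cells and 100% = gossypol at 36 µM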
LMP1 NFkB inh: Epstein-Barr LMP1 NF-kappaB reporter inhibition. inhibition, % at 12.5 µM. LMP1-induced NF-kappaB luciferase reporter cells, luminescence. hit rate 0.69% among 350,000; in the data active means inhibition above about 41%;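 further: 0% = neutral control wells and 100% = reference inhibitor control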
TWEAK-Fn14 inh: TWEAK-Fn14 signaling inhibition; inhibition, % at 10 µM; TWEAK-stimulated Fn14 reporter cells, luciferase luminescence, 8 h; hit rate 2% among 360,000; AID 1159606; in the data active means inhibition above about 50%
NR2F2 inh: blocks human COUP-TFII nuclear receptor; P24468; HEK293T NGFI-A luciferase reporter, luminescence; inhibition, % at 8.6 µM; hit rate 0.7% among 370,000;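 active means inhibition above a per-plate cutoff, mean inhibition of test wells between control levels plus 3 SD, cut at about 38% in these data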;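 further: cells cotransfected with COUP-TFII expression vector driving the NGFI-A reporter; 0% = median of COUP-TF2 test wells and 100% = reporter-only cells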
Target sequence (P24468 whole entry, looked up): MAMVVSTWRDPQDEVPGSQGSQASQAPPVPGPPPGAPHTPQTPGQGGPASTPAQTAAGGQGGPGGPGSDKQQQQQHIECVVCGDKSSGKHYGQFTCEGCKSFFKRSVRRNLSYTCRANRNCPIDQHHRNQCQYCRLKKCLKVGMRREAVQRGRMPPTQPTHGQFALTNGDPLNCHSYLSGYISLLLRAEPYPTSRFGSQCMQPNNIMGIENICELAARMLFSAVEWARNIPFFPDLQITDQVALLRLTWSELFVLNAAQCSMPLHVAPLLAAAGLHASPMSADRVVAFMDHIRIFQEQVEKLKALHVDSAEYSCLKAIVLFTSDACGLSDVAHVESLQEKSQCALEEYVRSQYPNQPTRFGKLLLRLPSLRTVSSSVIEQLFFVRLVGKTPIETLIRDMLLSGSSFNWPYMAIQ
Starred values were filed as active, the others as inactive; · = not tested or not shown; & = joins results of further samples.

item	compound	KKLEB cytotox	TROY signal inh	LRH-1 inv ag	SRC3 inh	C8 TRAIL sens	CF NFkB block
1	Cc1ccc(Cl)cc1NC(=S)NN	15	0	21	6	-2	-14
2	COCCN1C(=O)/C(=C/c2ccc(OCc3ccc(C(=O)O)cc3)c(OC)c2)SC1=Nc1ccccc1	3	26	-1	6	8	37
3	CC(C)CN(C(=O)COC(=O)Cc1c[nH]c2ccccc12)c1c(N)n(Cc2ccccc2)c(=O)[nH]c1=O	2	4	24	2	19	-22
4	COc1ccc(CCNC(=O)CN2C(=O)NC3(CCCCC3C)C2=O)cc1 (stereo not given)	6	-2	63	-9	-1	-19
5	Cc1cc(C)n(-c2nc(Nc3ccccc3)nc(-n3nc(C)cc3C)n2)n1	13	-8	-19	0	-12	-9
6	CCC(C)(C)NC(=O)C(c1cccs1)N(C(=O)c1ccn[nH]1)c1ccccc1 (stereo not given)	7	-7	3	-11	-5	4
7	Cc1ccc(C(=O)O)cc1NC(=O)C1CCCN1S(=O)(=O)c1cccc2nsnc12 (stereo not given)	-7	-6	-6	-38	-7	10
8	Cc1cc(N2CCOCC2)nc(N2CCOCC2)n1	2	-8	6	9	0	2
9	O=C(NC(C(=O)N/N=C/c1cccnc1)c1n[nH]c(=O)c2ccccc12)c1ccccc1 (stereo not given)	6	1	30	5	-8	-10
10	CCCCCNc1nc2ccccc2nc1NS(=O)(=O)c1cccs1	-9	·	-1	2	0	16

item	Shn3 3UTR inh	NCOA1 inh	LMP1 NFkB inh	TWEAK-Fn14 inh	NR2F2 inh
1	2	8	3	-1	10
2	-12	-1	-13	24	6
3	9	-4	2	4	5
4	17	-5	-3	-7	2
5	15	-13	1	6	-4
6	15	9	-8	12	-3
7	-39	6	7	-24	5
8	-32	-2	-3	8	1
9	·	12	-3	0	2
10	6	-96	5	0	6

(list continues)
item	compound	KKLEB cytotox	TROY signal inh	LRH-1 inv ag	SRC3 inh	C8 TRAIL sens	CF NFkB block
11	O=C(CN1CCCCC1)Nc1cccc2c1OCO2	0	3	6	10	-20	0
12	O=C(NC1CC1)C1=C[C@@H](c2ccccc2)C[C@@H](OCc2ccc(CO)cc2)O1	-1	-18	-14	-25	-7	-6
13	O=C(CSc1nnc(-c2ccco2)n1Cc1ccco1)Nc1ccccc1	5	9	-1	-5	-5	2
14	Cc1ccc(Sc2ncccc2C(=O)O)cc1C	-2	5	14	1	-6	2
15	Cc1ccc2c(CC(=O)NCc3ccco3)coc2c1C	1	10	-25	27	18	2
16	CC1CCN(CC(O)Cn2c3ccccc3c3ccccc32)CC1 (stereo not given)	3	10	7	13	-1	11
17	Cc1csc(SCC(=O)NC2CCS(=O)(=O)C2)n1 (stereo not given)	1	-9	16	-5	-23	-15
18	c1ccc(-c2csc(-c3ccc(-c4csnn4)cc3)n2)cc1	5	-30	-27	-14	17	-4
19	COc1ccc(NC(=O)c2ccc(CNc3c(NC4CCCCC4)c(=O)c3=O)cc2)cc1OC	3&-7	-20&-20	11&0	-3&-4	9&-10	16&-8
20	CCOC(=O)N1CCN(C(=O)Nc2ccc(Cl)cc2)CC1	3	1	-13	-13	-10	10

item	Shn3 3UTR inh	NCOA1 inh	LMP1 NFkB inh	TWEAK-Fn14 inh	NR2F2 inh
11	9	-6	-4	-11	7
12	-10	7	1	-6	5
13	7	-8	9	5	6
14	-5	-2	-2	2	-6
15	-20	-17	6	2	-2
16	5	21	4	1	24
17	-14	-3	-2	7	7
18	-86	-44	-9	-27	-11
19	-18&7	3&-3	0&-4	-28&-21	-9&-5
20	-4	-16	-14	-12	-13

Overlap with the part before: five entries, followed by the next part.
item	compound	KKLEB cytotox	TROY signal inh	LRH-1 inv ag	SRC3 inh	C8 TRAIL sens	CF NFkB block
16	CC1CCN(CC(O)Cn2c3ccccc3c3ccccc32)CC1 (stereo not given)	3	10	7	13	-1	11
17	Cc1csc(SCC(=O)NC2CCS(=O)(=O)C2)n1 (stereo not given)	1	-9	16	-5	-23	-15
18	c1ccc(-c2csc(-c3ccc(-c4csnn4)cc3)n2)cc1	5	-30	-27	-14	17	-4
19	COc1ccc(NC(=O)c2ccc(CNc3c(NC4CCCCC4)c(=O)c3=O)cc2)cc1OC	3&-7	-20&-20	11&0	-3&-4	9&-10	16&-8
20	CCOC(=O)N1CCN(C(=O)Nc2ccc(Cl)cc2)CC1	3	1	-13	-13	-10	10
21	CN1c2ccc(Cl)cc2C(=O)NC1C1CC=CCC1 (stereo not given)	7	4	2	18	3	-5
22	O=C(CN1C(=O)S/C(=C\c2ccc(F)cc2)C1=O)NCCCn1ccnc1	4	3	2	-5	-1	-11
23	CCC(C)[C@@H]1NC(=O)N(CCCN2CCCC2=O)C1=O (stereo not given in full)	9	0	-13	-9	3	-10
24	COCCN(CCOC)Cc1cc(=O)oc2cc3c(cc12)CCC3	-5	-10	18	-21	-5	3
25	Cc1ccc(NC(=O)C2CCN(S(=O)(=O)c3ccc(Cl)c(C(F)(F)F)c3)CC2)nc1	-2	10	-33	-14	13	4
26	COc1ccc(-c2cc(C#N)nc(Oc3ccc(Cl)cc3)n2)cc1	-13	16	4	-1	16	25
27	COc1cc(C(=O)NCCOc2ccccc2C)c(Br)c(OC)c1OC	-12	-3	9	6	-5	-1
28	COC(=O)c1[nH]c(C)c(/C(O)=C2\C(=O)C(=O)N(CCN3CCOCC3)C2c2ccccc2OC)c1C (stereo not given)	2	14	7	-9	1	-14
29	Cc1cccc(OCC(=O)N(C)c2c(N)n(Cc3ccccc3)c(=O)[nH]c2=O)c1C	12	18	-11	7	-3	-21
30	CC(=O)NC(c1cccc(F)c1)c1nc(-c2ccoc2)cs1 (stereo not given)	8	2	-15	-6	-8	-27

item	Shn3 3UTR inh	NCOA1 inh	LMP1 NFkB inh	TWEAK-Fn14 inh	NR2F2 inh
16	5	21	4	1	24
17	-14	-3	-2	7	7
18	-86	-44	-9	-27	-11
19	-18&7	3&-3	0&-4	-28&-21	-9&-5
20	-4	-16	-14	-12	-13
21	7	5	-2	-1	-14
22	-6	5	15	11	-2
23	-8	9	1	-6	9
24	-7	8	-11	-32	-9
25	8	-18	11	-8	-36
26	-5	12	0	27	9
27	3	-11	7	-18	5
28	5	-9	-11	1	14
29	-12	-9	-1	20	-10
30	-17	-13	·	-8	-10

The list goes on:
item	compound	KKLEB cytotox	TROY signal inh	LRH-1 inv ag	SRC3 inh	C8 TRAIL sens	CF NFkB block
31	O=C(COC(=O)/C=C/c1ccccc1)NCc1cccs1	12	-3	4	4	-5	-15
32	O=C(CCN1CCN(Cc2ccccc2)CC1)Nc1ccc(OCc2ccccc2)cc1	-20	11	10	20	21	6
33	CCc1ccc(OC2(C)CCN(Cc3ccc4c(c3)OCCO4)C2)cc1 (stereo not given)	12	-15	17	6	1	-18
34	COc1ccc(CCc2nnc(CCC(=O)N(C)Cc3ccncc3C)o2)cc1	-13	-13	3	10	-4	16
35	COc1ccc(C)cc1NC(=O)CN1CCN(c2ccccc2F)CC1	-3	7	21	8	7	6
36	CC(/C=C\C=C\c1ccccc1)=N\NC(=O)c1cncc(Br)c1	1	5	-6	-12	1	-6
37	COc1cc(Cl)c([C@@H]2C[C@H]3CN(c4ccccc4)C(=O)[C@]34CCCN24)cc1OC	-12	-19	18	-3	-6	-4
38	O=C(CSCC(=O)c1ccccc1)Nc1ccccc1Cl	-1	-14	-7	16	-4	-9
39	CCC1Oc2ccc(C)cc2N(CC(=O)NCCCN2CCN(Cc3ccccc3)CC2)C1=O (stereo not given)	-9	-12	-4	22	12	10
40	COc1ccc(NC(=O)Cn2cnc3c(cnn3C(C)(C)C)c2=O)cc1OC	11	2	0	8	-33	1

item	Shn3 3UTR inh	NCOA1 inh	LMP1 NFkB inh	TWEAK-Fn14 inh	NR2F2 inh
31	11	-19	2	-4	1
32	47	-9	0	-2	10
33	-12	-22	·	18	-3
34	-21	-9	-1	-1	1
35	4	-12	-4	-2	5
36	8	-6	11	-1	-9
37	3	13	-1	-14	12
38	-2	-3	-2	4	-8
39	-10	-3	-4	18	-10
40	-8	-2	1	-2	8

The list continues:
item	compound	KKLEB cytotox	TROY signal inh	LRH-1 inv ag	SRC3 inh	C8 TRAIL sens	CF NFkB block
41	O=C(C[n+]1ccc2ccccc2c1)c1ccc2ccc3ccccc3c2c1	·	-13	31	·	21	·
42	O=C1CC(SCCO)C(=O)N1c1ccccc1 (stereo not given)	3	-1	-3	0	2	2
43	Cc1cc(NCCO)nc(-n2nc(C)cc2C)n1	8	-3	-10	-39	12	-26
44	Cc1cccc(N2C(=O)C3C4C=CC(CC4)C3C2=O)c1 (stereo not given)	-2	3	0	-3	5	0
45	Cn1c(=O)[nH]c(=O)c2c1nc(N1CCCCC1)n2CC(O)CN1CCCCC1 (stereo not given)	-3	12	-14	-6	-1	6
46	COc1ccc(/C=N/OC(=O)Nc2ccc(Cl)cc2)c(OC)c1	-3	-43	-4	27	5	9
47	C[C@H](NC(=O)c1ccccc1)C(=O)OCC(=O)Nc1ccc2c(c1)OCO2	3	14	2	-3	-9	-33
48	CC(=O)N1CCN(CC(=O)Nc2ccc(C)c(S(=O)(=O)N(C)C)c2)CC1	-6	6	-1	-4	-18	-1
49	CC(C)n1c(NCc2nc3ccccc3n2C)nc2ccccc21	5	-1	6	11	4	8
50	CCCN(CCC)C(=O)C1CCN(c2ccc(S(=O)(=O)N3CCOCC3)cc2[N+](=O)[O-])CC1	-16	-1	14	7	-11	27

item	Shn3 3UTR inh	NCOA1 inh	LMP1 NFkB inh	TWEAK-Fn14 inh	NR2F2 inh
41	·	·	·	10	12
42	-3	-29	-6	-2	-6
43	-2	3	2	3	7
44	5	3	0	-7	6
45	-6	-11	-25	6	-1
46	2	-11	-22	-20	-13
47	-4	5	1	-10	-3
48	6	-8	-3	8	15
49	12	-15	3	3	7
50	20	3	-3	-5	17

Given with each value named: part of the list above
(44) Cc1cccc(N2C(=O)C3C4C=CC(CC4)C3C2=O)c1 (stereo not given)
  KKLEB cytotox = -2; TROY signal inh = 3; LRH-1 inv ag = 0; SRC3 inh = -3; C8 TRAIL sens = 5; CF NFkB block = 0; Shn3 3UTR inh = 5; NCOA1 inh = 3; LMP1 NFkB inh = 0; TWEAK-Fn14 inh = -7; NR2F2 inh = 6

(50) CCCN(CCC)C(=O)C1CCN(c2ccc(S(=O)(=O)N3CCOCC3)cc2[N+](=O)[O-])CC1
  KKLEB cytotox = -16; TROY signal inh = -1; LRH-1 inv ag = 14; SRC3 inh = 7; C8 TRAIL sens = -11; CF NFkB block = 27; Shn3 3UTR inh = 20; NCOA1 inh = 3; LMP1 NFkB inh = -3; TWEAK-Fn14 inh = -5; NR2F2 inh = 17

(next part)
item	compound	KKLEB cytotox	TROY signal inh	LRH-1 inv ag	SRC3 inh	C8 TRAIL sens	CF NFkB block
51	CCOc1ccccc1-c1noc(CCC(=O)Nc2cccnc2)n1	-6	-12	3	-11	14	6
52	CCOC(=O)c1sc(NC(=O)Nc2ccc(F)cc2)nc1C	-4	-5	-96	-77	51*	14
53	CN(C)c1ccc(/C=N\NC(=O)c2ccc(Cn3cc(Cl)cn3)cc2)cc1	1	0	5	13	1	-9
54	Cc1ccc(-c2nnc(-c3ccccc3)o2)cc1Br	-3	-44	-37	-33	14	0

item	Shn3 3UTR inh	NCOA1 inh	LMP1 NFkB inh	TWEAK-Fn14 inh	NR2F2 inh
51	-19	0	-5	10	17
52	-58	-96	-20	21	-64
53	9	-3	0	13	-5
54	-38	-101	-33	-7	-30

An excerpt (hit frequency here may not be typical).
